# C2C12 statin – suppression of simvastatin myotoxicity. C2C12 myotubes + simvastatin, ATP luminescence, 48 h; scaled: DMSO 0, geranylgeraniol control 100. rescue of ATP level, % at 7.49 µM. actives 0.78% (n = 330,000). AID 602340;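 active = mean ATP rescue above about 67%, or every replicate alone reaching that limit, limit read from the data, passing the limit was not always enough; inconclusive = no clear call, values can overlap the other calls; inactive = mean under the limit and some replicate under it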;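 also: myotubes were challenged with 10 µM simvastatin during compound exposure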
# E-sel inducer – E-selectin induction on HUVECs; P16581; HUVEC E-selectin immunofluorescence imaging; normalized: neutral wells 0, TNF-alpha wells 100; activation, % at 7.58 µM; actives 0.37% (n = 260,000); AID 686992;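 active = mean E-selectin-positive cell signal at least 10% of the positive control, reached in at least 60% of replicates, without over 20% cell loss; inconclusive = no rule given, readout overlaps actives, possibly toxicity-flagged; inactive = the rest, including those meeting only one limit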;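 also: in these data hits start at about 27%; measured in HUVEC primary endothelial cells; signal is the percent of cells scored E-selectin positive by PE staining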
# Target sequence (P16581 whole entry, looked up): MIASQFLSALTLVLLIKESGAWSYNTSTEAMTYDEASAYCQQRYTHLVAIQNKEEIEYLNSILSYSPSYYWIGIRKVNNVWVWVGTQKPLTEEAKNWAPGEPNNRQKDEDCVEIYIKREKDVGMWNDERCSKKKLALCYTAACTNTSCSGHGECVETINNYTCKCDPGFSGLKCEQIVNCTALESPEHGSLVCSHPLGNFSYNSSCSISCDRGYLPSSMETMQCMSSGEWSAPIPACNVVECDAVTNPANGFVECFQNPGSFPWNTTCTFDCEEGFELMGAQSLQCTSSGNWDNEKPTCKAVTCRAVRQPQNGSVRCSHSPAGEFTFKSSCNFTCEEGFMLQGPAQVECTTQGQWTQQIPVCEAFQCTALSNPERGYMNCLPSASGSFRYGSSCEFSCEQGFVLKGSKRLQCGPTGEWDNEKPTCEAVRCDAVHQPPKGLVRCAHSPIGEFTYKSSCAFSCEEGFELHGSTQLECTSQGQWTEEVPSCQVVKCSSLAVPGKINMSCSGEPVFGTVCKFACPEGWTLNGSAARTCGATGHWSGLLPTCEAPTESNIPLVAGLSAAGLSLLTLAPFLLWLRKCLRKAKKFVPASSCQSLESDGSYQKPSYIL
#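 System: HUVEC, human umbilical vein endothelial cells; quantity: 3,000 cells/well; buffer or medium: EGM-2 medium, gelatin-coated wells; dosing: single-point compound dose; detection: immunofluorescence imaging; evaluation: % PE-positive cells; benchmarks: TNF-alpha, DMSO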
# PglD inh – inhibitors of Campylobacter jejuni PglD acetyltransferase; actives 0.098% (n = 360,000); purified PglD enzyme, DTNB colorimetric CoA detection; AID 602405; inhibition, % at 12.5 µM; in the data active = inhibition above about 16%, passing the limit was not always enough; inconclusive = no clear call, values can overlap the other calls; also: strong numbers were not always called active
# DENV2 CPE rescue – inhibitors of DENV2 cytopathic effect | DENV2-infected cells, cytopathic effect rescue, plate reader | CPE inhibition, % at 9.99 µM | actives 1.7% (n = 350,000) | AID 651640; in the data active = CPE inhibition above about 20%, passing the limit was not always enough; inconclusive = no clear call, values can overlap the other calls; tested in BHK-21 cells;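 also: 0% = median of neutral control wells and 100% = median of positive control wells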
# ERp5 inh – ERp5 (human) disulfide isomerase inhibition; AID 651711; actives 0.05% (n = 350,000); inhibition, % at 9.99 µM; Q15084; ERp5 insulin aggregation, absorbance 650 nm, 90 min;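 active = mean replicate inhibition above about 25%, with every replicate also reaching it, limit read from the data, passing the limit was not always enough; inconclusive = only one of those two criteria met; inactive = neither criterion met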
# SIRT5 inh – blocks human SIRT5 desuccinylation of peptide. Q9NXA8. Purified SirT5, succinyl-peptide AMC, trypsin-coupled fluorescence. inhibition, % at 15 µM. actives 1.1% (n = 330,000); in the data active = inhibition above about 15%; inconclusive = no clear call, values can overlap the other calls
# Target sequence (Q9NXA8 whole entry, looked up): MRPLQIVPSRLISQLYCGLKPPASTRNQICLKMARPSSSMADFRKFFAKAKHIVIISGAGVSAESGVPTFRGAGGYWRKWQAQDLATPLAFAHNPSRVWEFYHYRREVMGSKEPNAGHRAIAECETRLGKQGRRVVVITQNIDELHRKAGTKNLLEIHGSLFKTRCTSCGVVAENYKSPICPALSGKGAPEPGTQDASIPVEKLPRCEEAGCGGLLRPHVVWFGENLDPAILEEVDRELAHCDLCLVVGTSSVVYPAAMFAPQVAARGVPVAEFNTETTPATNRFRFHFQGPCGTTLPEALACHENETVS
# S100A4 MyoIIA – S100A4-myosin IIA interaction inhibition. P26447. S100A4/TAMRA-MyoIIA peptide fluorescence polarization. inhibition, % at 10.7 µM. actives 0.14% (n = 360,000). AID 652163;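 active = mean inhibition of at least 70% across replicates, with every replicate also reaching that level; inconclusive = mean inhibition reaches 70% but some replicates fall short; inactive = mean inhibition below 70%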
# Target sequence (P26447 whole entry, looked up): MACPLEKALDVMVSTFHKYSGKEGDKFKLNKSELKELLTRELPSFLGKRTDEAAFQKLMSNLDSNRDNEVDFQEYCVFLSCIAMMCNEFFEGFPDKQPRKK
#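 Test system: S100A4 monomer protein; Medium: HEPES pH 7.2 with CaCl2, KCl, NaCl, DTT, Triton; Probe or stimulus: TAMRA-labelled myosin IIA heavy-chain peptide probe, 5 nM; Doses: one dose per compound; Times: polarization read 5 min after assay mix addition, stable 5–60 min; Benchmarks: neutral control DMSO, positive control TFP.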
# Numbers without * were called inactive; u = inconclusive; x = no result given; & = joins results of further samples. The list is partial (hit frequency here may not be typical).
(1) C[C@H](CO)N1C[C@H](C)[C@@H](CN(C)Cc2ccc3c(c2)OCO3)OCCCC[C@H](C)Oc2ccc(NC(=O)NC3CCCCC3)cc2C1=O
(2) N#CCC(=O)Nc1ccc(C(=O)OCC(=O)c2ccc3c(c2)OCO3)cc1
(3) COc1ccc(NC(=O)c2ccc(NC(=O)c3nc4nc(C)cc(C)n4n3)cc2)cc1
(4) C/C=C/c1cnc2c(c1)C(=O)N([C@@H](C)CO)C[C@H](C)[C@@H](CN(C)C(=O)Cc1ccccn1)O2
(5) CC(C)NC(=O)N(C)C[C@H]1Oc2ccc(NC(=O)NC3CCCCC3)cc2CC(=O)N([C@H](C)CO)C[C@@H]1C
(6) COc1ccc(CNC(=O)C2(CC3CC(c4ccccc4)=NO3)CCN(C(=O)c3cccc(O)c3)CC2)cc1 (centres undefined)
(7) COC(=O)[C@]12CCCCC=C1N(Cc1ccccc1)C(=O)[C@H](CC(=O)N1CCN(C(=O)c3ccco3)CC1)C2
(8) C[C@@H]1CN([C@@H](C)CO)C(=O)c2cc(NC(=O)CCCN(C)C)ccc2O[C@H]1CN(C)Cc1ccc(Cl)c(Cl)c1
(9) Cc1cccc(-n2c(-c3ccoc3C)n[nH]c2=S)c1
(10) CO[C@@H]1CN(C)C(=O)c2ccc(NC(=O)C3CCOCC3)cc2OC[C@H](C)N(C(=O)c2ccccc2)C[C@H]1C

Compound	1	2	3	4	5	6	7	8	9	10
C2C12 statin	x	8	-3	0	-3	2	x	4	x	-1
E-sel inducer	-0.1	-0.2	0.1	-0.4	x	5.9	-0.4	-0.1	x	0.0
PglD inh	3	-2	1	-4	2	-2	x	-2	x	2
DENV2 CPE rescue	1	4	-4	-1	-7	u	-14	8	-2	u
ERp5 inh	-1	12	-2	6	2	7	-4	-1	-6	8
SIRT5 inh	13	-2	-2	-6	-6	x	-4	-6	-7	14
S100A4 MyoIIA	2	-7	-2	-11	2	4	-4	1	1	2

(11) COc1ccc(NC(=O)CNc2ccccc2N2CCCC2=O)cc1S(=O)(=O)N1CCOCC1
(12) COc1ccc(S(=O)(=O)N2CC[C@H]3[C@H](CO)Nc4ccc(-c5cccc(C#N)c5)cc4[C@H]32)cc1
(13) COc1cccc(NC(=O)N2CCN(C(=O)C(Cc3ccc(OC)c(OC)c3)NC(C)=O)CC2)c1 (centres undefined)
(14) CCCCCN(C(=O)CCC(=O)OCC(=O)NCc1ccc(OC)cc1)c1c(N)n(CCCC)c(=O)[nH]c1=O
(15) Cc1ccc(S(=O)(=O)NNC(=O)C23CCC(CC2)C3)cc1
(16) COc1ccc(-c2ccc3c(c2)[C@@H]2[C@@H](CCN2Cc2ccccc2F)[C@H](CO)N3)cc1
(17) O=C(CN1CCOCC1)N1CCCCN2[C@@H](CO)[C@@H](c3ccc(C#Cc4ccccc4)cc3)[C@@H]2C1
(18) C[C@@H]1CN([C@@H](C)CO)C(=O)c2cc(NC(=O)Nc3ccc4c(c3)OCO4)ccc2O[C@H]1CN(C)Cc1ccc(Cl)c(Cl)c1
(19) COC(=O)N=Nc1c(O)[nH]c2ccc(Br)cc12
(20) CC(C)CC(=O)Nc1nnc(S(=O)(=O)N2CCc3ccccc32)s1

Compound	11	12	13	14	15	16	17	18	19	20
C2C12 statin	-3	-24	1	1	-7	x	x	-73	-23	-6
E-sel inducer	0.4	-0.2	x	-1.0	1.3	1.1	-0.3	-2.3	0.1	0.1
PglD inh	-2	0	1	-12	-4	x	0	-3	9	1
DENV2 CPE rescue	0	-12	-6	-1	-1	23*	-5	-9	2	-4
ERp5 inh	3	-4	0	2	2	-3	-1	-2	0	3
SIRT5 inh	1	-3	-2	1	x	3	-2	-1	-5	0
S100A4 MyoIIA	-8	-43	-2	-1	-2	0	2	0	-4	-2

# An excerpt of the results above, for reference:
(1) C[C@H](CO)N1C[C@H](C)[C@@H](CN(C)Cc2ccc3c(c2)OCO3)OCCCC[C@H](C)Oc2ccc(NC(=O)NC3CCCCC3)cc2C1=O
(2) N#CCC(=O)Nc1ccc(C(=O)OCC(=O)c2ccc3c(c2)OCO3)cc1
(3) COc1ccc(NC(=O)c2ccc(NC(=O)c3nc4nc(C)cc(C)n4n3)cc2)cc1

Compound	1	2	3
C2C12 statin	x	8	-3
E-sel inducer	-0.1	-0.2	0.1
PglD inh	3	-2	1
DENV2 CPE rescue	1	4	-4
ERp5 inh	-1	12	-2
SIRT5 inh	13	-2	-2
S100A4 MyoIIA	2	-7	-2

# New compounds follow:
(21) Cc1ccc(-c2ccc3c(c2)O[C@H](CN(C)C(=O)CC2CC2)[C@H](C)CN([C@H](C)CO)S3(=O)=O)cc1
(22) C[C@@H]1CN([C@H](C)CO)C(=O)CCCn2cc(nn2)CO[C@H]1CN(C)S(=O)(=O)c1ccccc1
(23) COC(=O)C1=C(C)NC(=O)/C1=C\c1ccco1
(24) C[C@@H]1CN([C@H](C)CO)C(=O)c2cccc(NS(C)(=O)=O)c2O[C@H]1CN(C)C(=O)NC1CCCCC1
(25) CCN(C(=O)Cc1c(C(=O)O)n(CC)c2ccccc12)c1cccc(C(F)(F)F)c1
(26) Cc1ccc(NC(=O)COC(=O)CNC(=O)c2ccc(Br)cc2)c(C)c1
(27) Cc1cccc(NC(=S)NC(C)CCc2ccccc2)c1 (centres undefined)
(28) CCCCCOc1ccc(C2C(C(=O)c3ccc(C)o3)=C(O)C(=O)N2c2cc(C)on2)cc1 (centres undefined)
(29) COc1ccc(N2CCN(c3ccc([N+](=O)[O-])nc3)CC2)cc1
(30) Cc1ccc(NNC(=S)Nc2ccc(C(C)C)cc2)c(C)c1

Compound	21	22	23	24	25	26	27	28	29	30
C2C12 statin	-1	2&7	x	1	17	x	-3	10	x	x
E-sel inducer	-2.2	0.0&0.0	x	x	x	x	x	x	-0.2	x
PglD inh	0	-4&7	-1	-6	-6	x	-5	-3	x	3
DENV2 CPE rescue	-5	u	x	-3	5	3	45*	-3	0	x
ERp5 inh	-1	-9&2	8	-11	1	3	2	0	0	1
SIRT5 inh	4	-7	-1	-9	-3	1	-3	9	2	0
S100A4 MyoIIA	10	0&-12	3	-8	0	-1	-3	-6	-1	-1

(31) CCCNC(=O)Nc1ccc2c(c1)C(=O)N(C)C[C@H](OC)[C@@H](C)CN(C(=O)C1CCC1)[C@H](C)CO2
(32) COc1cccc(-c2ccc([C@@H]3[C@H]4CN(C(=O)c5ccc(F)cc5)CCCCN4[C@H]3CO)cc2)c1
(33) Cc1noc(NC(=O)c2cccc(C(F)(F)F)c2)c1Cl
(34) CC(C)C[C@@H]1COc2cccc(N(C)CCO)c2S(=O)(=O)N1
(35) C[C@@H]1CN([C@@H](C)CO)C(=O)Cc2cc(NC(=O)Nc3ccccc3)ccc2O[C@@H]1CN(C)S(=O)(=O)c1cccs1
(36) COc1ccc(N2CCN(CCCn3cnc4c(SC)ncnc43)CC2)cc1
(37) CC(C)(C)n1nnnc1C(c1cc2ccccc2o1)N(Cc1ccccc1)Cc1ccccc1 (centres undefined)
(38) CN1CCN(C(=O)C[C@@H]2C=C[C@H](NS(=O)(=O)c3cccc(F)c3)[C@H](CO)O2)CC1
(39) C[C@@H]1CN([C@H](C)CO)C(=O)Cc2cc(NC(=O)CCCCCC(=O)Nc3ccccc3N)ccc2O[C@H]1CN(C)Cc1ccc(C(F)(F)F)cc1
(40) COc1ccccc1N1N=C(c2ccc([N+](=O)[O-])cc2)CC1c1ccccc1 (centres undefined)

Compound	31	32	33	34	35	36	37	38	39	40
C2C12 statin	-8	-38	x	x	-48	-3	x	-1	u	-7
E-sel inducer	-0.2	0.1	0.1	-0.1	-0.2	-0.1	-0.7	-0.3	0.6	x
PglD inh	3	2	x	x	-1	-1	x	10	0	4
DENV2 CPE rescue	0	6	-7	8	-2	2	5	7	18	-4
ERp5 inh	-6	-2	-9	-3	1	2	1	0	-1	4
SIRT5 inh	-1	-2	1	-3	1	-3	0	4	7	1
S100A4 MyoIIA	3	-5	-9	-3	6	-1	3	16	30	11

(41) C(=N\Nc1nc(Nc2ccccc2)nc(N2CCCCC2)n1)/c1ccco1
(42) Cc1cccc(NC(=S)N(CCN2CCOCC2)Cc2ccccc2F)c1
(43) COc1cc2cc(C(=O)NCCc3ccccc3)[nH]c2cc1OC
(44) COc1ccccc1CCC(=O)OCC(=O)Nc1cc(C)nn1-c1ccccc1
(45) C[C@@H]1CN([C@H](C)CO)C(=O)c2cc(NC(=O)c3ccccc3)ccc2O[C@@H](C)CCCCO[C@@H]1CN(C)S(=O)(=O)c1ccccc1
(46) O=C(COC(=O)/C=C/c1ccccc1Cl)NCCNC(=O)COC(=O)/C=C/c1ccccc1Cl
(47) Cc1noc(C)c1NC(=O)Nc1ccc2c(c1)C(=O)N([C@H](C)CO)C[C@H](C)[C@H](CN(C)S(=O)(=O)c1cccs1)O2
(48) C[C@H](CO)N1C[C@H](C)[C@@H](CN(C)Cc2ccc(Oc3ccccc3)cc2)Oc2ccc(NS(C)(=O)=O)cc2C1=O
(49) C/C=C/c1cnc2c(c1)C(=O)N([C@H](C)CO)C[C@@H](C)[C@@H](CN(C)C(=O)Cc1cccnc1)O2
(50) O=C(c1cc(Cl)ccc1Cl)N1CCN(Cc2ccccc2)CC1

Compound	41	42	43	44	45	46	47	48	49	50
C2C12 statin	x	-9	10	-5	x	x	8	-33	-21	-3
E-sel inducer	x	x	-0.1	-0.3	x	-0.9	11	0.0	0.3	-0.9
PglD inh	x	-3	-3	-1	1	0	-1	2	-1	-2
DENV2 CPE rescue	0	6	-6	-2	-8	18	-1	-7	16	-2
ERp5 inh	3	2	6	3	-2	1	-7	2	-4	1
SIRT5 inh	0	1	3	2	3	11	2	5	3	0
S100A4 MyoIIA	-4	11	4	-5	-18	-7	-3	10	-6	-3

(51) Cc1ccc2oc(=O)n(CC(=O)c3ccc(F)cc3)c2c1
(52) C/C(=N\Nc1cc(N2CCOCC2)nc(C)n1)c1cccc([N+](=O)[O-])c1
(53) CCN(C(=O)CSc1nc2ccccc2c(=O)n1-c1ccc(C)cc1)C1CCS(=O)(=O)C1 (centres undefined)
(54) COc1ccc2c3c(n(C)c2c1)[C@H](CO)NCC31CN(Cc2ccc(F)cc2)C1
(55) COC(=O)c1cc2c(c3c4cc(OC)ccc4n(S(=O)(=O)c4ccc(C)cc4)c13)C(=O)N(C)C2
(56) N#C[C@@H]1[C@@H](c2ccc(-c3ccc(F)cc3)cc2)[C@H](CO)N1c1nc(-c2ccccc2)cs1
(57) C[C@@H]1CN([C@@H](C)CO)C(=O)c2cccc(N(C)C)c2O[C@H]1CN(C)Cc1ccc(C(=O)Nc2ccccc2N)cc1
(58) CCCC(CCC)C(=O)OC1C[C@H]2CC[C@@H](C1)[N+]2(C)C (some centres undefined)
(59) Cc1cccc(C)c1NC(=O)c1cc(-c2ccccn2)nc2ccccc12
(60) O=C(CCNS(=O)(=O)c1ccccc1F)OCc1ccccc1Cl

Compound	51	52	53	54	55	56	57	58	59	60
C2C12 statin	x	x	x	x	x	-21	12	5	x	3
E-sel inducer	-0.1	-2.2	x	-0.1	0.3	0.3	0.1	-0.5	x	-0.1
PglD inh	x	x	x	x	x	0	-3	4	x	2
DENV2 CPE rescue	-2	2	x	-1	0	61*	15	-6	-1	19
ERp5 inh	4	-2	12	-3	-1	11	6	-2	6	-4
SIRT5 inh	-1	-1	-4	-9	x	1	x	-1	-3	x
S100A4 MyoIIA	-1	19	-17	-5	9	-8	-4	-4&-2	-8	-5

# Screens as filed in PubChem BioAssay.
